ULK1 primary: ULK1 kinase inhibitors, primary screen, biochemical, AlphaScreen | Serine/threonine-protein kinase ULK1 (Homo sapiens), O75385 | AlphaScreen Atg13 phosphorylation by ULK1, luminescence | inhibition, % at 5.96 µM | 30,000 tested, 1.9% active | AID 1259251, 2017; in the data active = inhibition above about 43%;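 note: 0% = median of compound wells and 100% = no enzyme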
Target sequence (O75385 whole entry, looked up): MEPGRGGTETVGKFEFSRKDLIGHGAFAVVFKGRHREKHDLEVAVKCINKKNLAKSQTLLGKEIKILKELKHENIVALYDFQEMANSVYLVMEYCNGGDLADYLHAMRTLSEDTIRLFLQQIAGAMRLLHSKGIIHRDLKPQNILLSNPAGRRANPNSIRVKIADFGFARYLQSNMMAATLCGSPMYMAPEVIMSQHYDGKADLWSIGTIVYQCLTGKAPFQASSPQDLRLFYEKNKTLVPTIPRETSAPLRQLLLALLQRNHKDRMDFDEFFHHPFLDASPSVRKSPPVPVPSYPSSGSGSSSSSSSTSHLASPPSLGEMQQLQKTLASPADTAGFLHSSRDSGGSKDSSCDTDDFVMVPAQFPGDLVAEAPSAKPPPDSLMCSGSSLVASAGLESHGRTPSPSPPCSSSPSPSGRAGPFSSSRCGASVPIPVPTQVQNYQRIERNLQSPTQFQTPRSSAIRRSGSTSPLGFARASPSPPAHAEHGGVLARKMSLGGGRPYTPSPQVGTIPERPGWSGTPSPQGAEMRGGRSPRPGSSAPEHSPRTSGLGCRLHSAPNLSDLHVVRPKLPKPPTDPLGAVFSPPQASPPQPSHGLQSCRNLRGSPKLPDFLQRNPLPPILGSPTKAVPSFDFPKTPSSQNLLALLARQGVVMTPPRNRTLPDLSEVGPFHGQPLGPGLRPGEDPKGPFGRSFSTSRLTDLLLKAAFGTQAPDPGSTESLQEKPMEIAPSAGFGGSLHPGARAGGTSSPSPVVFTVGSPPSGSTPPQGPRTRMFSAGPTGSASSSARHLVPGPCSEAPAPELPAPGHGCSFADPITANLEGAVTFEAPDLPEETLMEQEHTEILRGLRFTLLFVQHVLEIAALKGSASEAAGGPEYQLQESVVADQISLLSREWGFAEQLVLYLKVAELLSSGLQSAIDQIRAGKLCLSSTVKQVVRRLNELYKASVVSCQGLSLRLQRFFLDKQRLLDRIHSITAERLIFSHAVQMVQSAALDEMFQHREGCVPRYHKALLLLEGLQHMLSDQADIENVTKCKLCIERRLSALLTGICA
ASK1 primary: ASK1 kinase inhibitors, primary screen, biochemical, AlphaScreen; Mitogen-activated protein kinase kinase kinase 5 (Homo sapiens), Q99683; AlphaScreen MKK6 phosphorylation by ASK1, luminescence; inhibition, % at 7.44 µM; 22,000 tested, 0.99% active; in the data active = inhibition above about 35%;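 note: 0% = median of compound wells and 100% = no enzyme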
The depositor's hits bear a star; . = no result given; & = joins results of further samples.

SMILES | ULK1 primary | ASK1 primary
CCCn1cc(-c2ccnc(Nc3ccc(-n4cnc(C)n4)cc3)c2)c(-c2ccc(F)cc2)n1 | -17 | -4
CC1=C(C)C(=O)C(C(CCCCCC(=O)O)c2ccccc2)=C(C)C1=O (configuration not stated) | 6 | .
Cc1ncn(-c2ccc(Nc3nccc(Nc4ccccc4-c4ccn(C)n4)n3)cc2)n1 | -38 | -21
CCOC(=O)C(=CNc1ccncc1)C(=O)OCC | 3 | .
c1ccc(Nc2nc(NC3CC3)c3ncn(C4CCCCC4)c3n2)cc1 | -2 | 21
O=C(NCc1nc2ccccc2[nH]1)c1csc(-c2csc3ccccc23)n1 | -16 | -15
CC(=O)Nc1ccc(NC(=O)c2cncc(-c3ccc(N4CCN(C)CC4)cc3)c2)cc1 | -12 | -9
Nc1nc(NCc2cccnc2)cc(NC2CC2)n1 | -10 | -6
CCOC(=O)c1nnc2cc(-c3ccc(Br)cc3)nn2c1C | 2 | .
CC(C)(C)OC(=O)N1Cc2ccccc2C[C@@H]1C(=O)N1CCC(C(=O)Nc2ccc3[nH]ncc3c2)C1 (some centres not stated) | 0 | -9
COc1ccc(OC)c(/C=N/Nc2nc3ccccc3s2)c1 | -4 | .
COc1cc2nc(-c3ccccc3)nc(NCCN(C(C)C)C(C)C)c2cc1OC | 0 | -4
NC(=O)c1ccc(-c2cccc(C(=O)NC3CC3)c2)cc1 | -16 | -20
O=C1CCCN1CCCNc1cc(NC2CCN(Cc3ccccc3)CC2)ncn1 | -9&-11 | -6&-25
Cc1cc(C)c(S(=O)(=O)Nn2cnnc2)c(C)c1 | -4 | .
CCOC(=O)C1=C(C)NC2=C(C(=O)CC(C)(C)C2)C1c1cc(OC)c(OC)c(OC)c1 (configuration not stated) | 3 | .
O=C(NCCOc1ccccc1)c1cccc(Nc2ccncn2)n1 | 10 | -2
O=C1CCCN1CCCNc1nc(Nc2ccc(Oc3ccccc3)cc2)c2ncn(-c3ccccc3)c2n1 | -30 | 31
OCCNc1nc(Nc2ccc(C(F)(F)F)cc2)nc2nc[nH]c12 | 28 | -9
CC(=O)Nc1ccc(Nc2ccnc(-c3cccc(N)c3)n2)cc1 | -16 | 12
COc1ccc(CCNc2ccnc(-c3ccc(C(=O)N4CCN(C)CC4)cc3)n2)cc1 | 3 | 9
CCNC(=O)CN(c1ccc(C)c(C)c1)S(=O)(=O)c1ccccc1 | -3 | .
O=C(NCc1cccc(C(F)(F)F)c1)c1ccnc(NCCN2CCOCC2)c1 | 6 | -4
CC(=O)c1cccc(-c2cc(NCc3ccccc3)nc(N)n2)c1 | -6 | 8
CC(=O)Nc1ccc(Nc2nc(-c3ccc(N4CCN(C)CC4)cc3)nc3c2ncn3Cc2ccc(C(F)(F)F)cc2)cc1 | 0 | 8
Cc1nc(NCc2ccco2)cc(-c2cccc(C(F)(F)F)c2)n1 | 11 | .
CCNc1cccc(C(=O)NCCN(C(C)C)C(C)C)n1 | -10 | -17
CC(C)N(CCNc1nc(-c2csc3ccccc23)nc2c1ncn2Cc1ccc(C(F)(F)F)cc1)C(C)C | -38 | -1
COc1ccc(CCNC(=O)c2ccc3nc(Br)sc3c2)cc1 | 9 | -7
CN(C)C(=O)c1ncccc1Nc1cc(Nc2ccc3c(c2)CC(=O)N3)ncc1C(F)(F)F | 40 | -11

Reprinted from the part before: 4 compounds, then new ones.
SMILES | ULK1 primary | ASK1 primary
CCNc1cccc(C(=O)NCCN(C(C)C)C(C)C)n1 | -10 | -17
CC(C)N(CCNc1nc(-c2csc3ccccc23)nc2c1ncn2Cc1ccc(C(F)(F)F)cc1)C(C)C | -38 | -1
COc1ccc(CCNC(=O)c2ccc3nc(Br)sc3c2)cc1 | 9 | -7
CN(C)C(=O)c1ncccc1Nc1cc(Nc2ccc3c(c2)CC(=O)N3)ncc1C(F)(F)F | 40 | -11
CC(C)N(CCNc1nc(-c2ccc(C(=O)NC3CC3)cc2)nc2c1ncn2Cc1ccc(C(F)(F)F)cc1)C(C)C | -11 | 3
COc1ccc(CCNc2cc(Nc3ccnn3C)ncn2)cc1 | 6 | 0
COc1cc(-c2cncc(-c3cncc(OCC4CCCNC4)c3)c2)ccc1O (configuration not stated) | 14 | 13
CCCNc1cc(C)nc(-c2cccc(N)c2)n1 | 1 | 3
COC(=O)c1ccc(Cn2c(=O)n(Cc3ccc(Cl)cc3)c(=O)c3ncccc32)cc1 | -6 | .
Cc1ccsc1/C=N/NC(=O)C(=O)NCc1cccnc1 | 4 | .
CCNc1nc(NCCc2ccc(O)cc2)nc(N(CC)CC)n1 | -9 | -16
NC(C(=O)N1CCN(c2ccc3[nH]ncc3c2)CC1)c1ccc(C(F)(F)F)cc1 (configuration not stated) | 2 | 4
CCOC(=O)C1CCN(c2nccc(-c3ccc(S(C)(=O)=O)cc3)n2)CC1 | 1 | -2
O=C(Cc1cn(-c2ccc(Nc3ccc4ncccc4c3)nn2)c2ccccc12)Nc1ccccc1 | 12 | 2
CC(=O)Nc1ccc(Nc2nc(Nc3ccc4ncccc4c3)nc3nc[nH]c23)cc1 | 20 | -2
Cn1nccc1Nc1cccc(C(=O)NCc2cccc(C(F)(F)F)c2)n1 | -1 | 4
Cc1cncc2cccc(NC3CCCN(C(=O)C(O)c4ccc(Cl)cc4)C3)c12 (configuration not stated) | 13 | -8
Cn1cc(-c2ccc3cnc(Nc4ccc(-n5cnc(N6CCOCC6)n5)cc4)nc3c2)cn1 | 56* | 48*
c1cnc2ccc(Nc3nc(NCc4nc5ccccc5[nH]4)c4[nH]cnc4n3)cc2c1 | 16 | 11

Reprinted at random: 3 compounds from above, in no set order.
SMILES | ULK1 primary | ASK1 primary
CCCNc1cc(C)nc(-c2cccc(N)c2)n1 | 1 | 3
COc1cc(-c2cncc(-c3cncc(OCC4CCCNC4)c3)c2)ccc1O (configuration not stated) | 14 | 13
c1cnc2ccc(Nc3nc(NCc4nc5ccccc5[nH]4)c4[nH]cnc4n3)cc2c1 | 16 | 11

New compounds follow:
SMILES | ULK1 primary | ASK1 primary
NC(=O)c1ccccc1Nc1cc(Br)ncc1C(F)F | 3 | -12
CC(=O)Nc1ccc(Nc2nc(-c3ccc(C(=O)NC4CC4)cc3)nc3c2ncn3CCN2CCCC2=O)cc1 | -20 | -5
NC(=O)c1ccc(-c2ccc(C(=O)NCc3cccc(C(F)(F)F)c3)s2)cc1 | -12 | -14
FC(F)(F)c1ccc(Cn2cnc3c(NCCN4CCOCC4)nc(NCc4cccnc4)nc32)cc1 | -17 | -5
CN1CCN(C(=O)c2cccc(-n3ncc4cc(Nc5ccccc5Cl)ccc43)c2)CC1 | -20 | 12
Nc1nc(NCCCN2CCCC2=O)cc(N2CCCC2CO)n1 (configuration not stated) | 10 | -13
Cc1nc2c(C)cccn2c(=O)c1NC(=O)c1cc(Br)ccc1Cl | 5 | .
O=C(NC1CCN(Cc2ccccc2)CC1)c1cc(NCCN2CCOCC2)nc2ccccc12 | 5 | 5
Nc1cc(-c2ccc(NC(=O)OCCc3ccccc3)cc2)ccn1 | -9 | 4
CC(C)n1c(-c2ccc(C(=O)NC3CC3)cc2)nc2c(NCc3ccccc3)ncnc21 | -7 | 9
CC(=O)OC(C)(C)/C=C/C(=O)[C@](C)(O)C1[C@H](O)C[C@@]2(C)C3CC=C4C(C=C(O[C@@H]5O[C@H](CO)[C@@H](O)[C@H](O)[C@H]5O)C(=O)C4(C)C)[C@]3(C)C(=O)C[C@]12C (some centres not stated) | 1 | .
CN(C)c1cccc(Nc2cc(C(=O)NCc3ccccc3)c3ccccc3n2)c1 | 11 | 13
O=C(NC1CCN(Cc2ccccc2)CC1)c1csc(Nc2ccc(N3CCOCC3)cc2)n1 | 18 | 13
CCCNc1nc(Nc2ccncc2)nc2c1ncn2C1CCCCC1 | 6 | -6
O=C(NCCCN1CCCC1=O)c1cnc(NCc2ccc3c(c2)OCO3)s1 | 13 | 12
CC(=O)CCC(=O)O | -2 | .
COc1cc(Nc2nc(-c3ccc(C(=O)N4CCN(C)CC4)cc3)nc3c2ncn3C(C)C)cc(OC)c1OC | -8 | 2
COc1ccc(-c2nc3c(N)ncnc3n2C(C)C)cn1 | 3 | -6
Oc1ccc(CCNc2ccnc(Nc3ccccn3)n2)cc1 | -16 | 3
FC(F)(F)c1cccc(CNc2nc(Nc3ccccc3)nc3c2ncn3-c2ccsc2)c1 | -12 | 7
COc1ccc(-c2nc(NCCO)c3ncn(CCN4CCCC4=O)c3n2)cc1 | -1 | -13
CCCNc1nc(-c2cccs2)nc2c1ncn2C(C)C | -10 | -4
OC1CCN(c2ccc(Nc3nccc(-c4cc(N5CCOCC5)cc(C(F)(F)F)c4)n3)cc2)CC1 | -18 | 33
O=C(NCc1ccc(F)c(F)c1)c1c[nH]c2cc(-c3cn[nH]c3)ccc12 | -22 | -2
O=C(NC1CCN(Cc2ccccc2)CC1)c1cc(NCCCN2CCCC2=O)nc2ccccc12 | -8 | -7
COc1ccc(CCNc2nc(Nc3ccc4ncccc4c3)nc3c2ncn3C2CCCCC2)cc1 | 5 | 11
CC(=O)c1cccc(-c2cccc(C(=O)NCCN3CCOCC3)n2)c1 | -9 | -28
Cc1nn(C)c(C)c1-c1nc(NCCOc2ccccc2)c2[nH]cnc2n1 | -11 | -2
Cn1c(Nc2nc(Nc3ccc4c(c3)OCO4)c3ncn(C4CCCCC4)c3n2)nc2ccccc21 | 13 | 32
CC(=O)Nc1ccc(Nc2nc(N3CCN(Cc4ccc5c(c4)OCO5)CC3)nc3c2ncn3C2CCCCC2)cc1 | -1 | -4
CC(C)N(CCNc1cc(Oc2ccccc2)ncn1)C(C)C | 0 | -11
COc1nc(Nc2ccc(Oc3ccccc3)cc2)nc(-c2csc3ccccc23)n1 | -15 | -11
Nc1cccc(-c2nc(C(=O)NC3CCN(Cc4ccccc4)CC3)cs2)c1 | 7 | -5
COc1cccc(CNC(=O)Nc2ccc(-c3cn[nH]c3)cc2NCCN(C)C)c1 | -3 | -10
CCCNc1cc(C)nc(-c2csc3ccccc23)n1 | -3 | 0
O=C(NC1CC1)c1ccc(-c2nccc(NCCOc3ccccc3)n2)cc1 | -3 | 5
FC(F)(F)c1ccc(Cn2cnc3c(NCc4nc5ccccc5[nH]4)nc(Nc4ccc5ncccc5c4)nc32)cc1 | 13 | -14
Nc1nc(Nc2ccc3c(c2)OCO3)cc(N2CCCC2CO)n1 (configuration not stated) | 0 | -6
COc1ccc(-c2nc(Nc3ccc(N4CCOCC4)cc3)c3ncn(-c4ccsc4)c3n2)cc1 | 4 | 18
FC(F)(F)c1ccc(Cn2cnc3c(NCc4ccccc4)nc(N4CCc5ccccc5C4)nc32)cc1 | 9 | 12
Cc1ccc(S(=O)(=O)N2CCN(CC3CC=CCC3)CC2)cc1 (configuration not stated) | 0 | .
COc1cc(Nc2ccnc(N3CCN(c4ccccn4)CC3)n2)cc(OC)c1OC | 28 | 13
COc1cccc(C(=O)Nc2cc(C)nn2-c2nc3c(c(=O)[nH]2)CCC3)c1 | 8 | .
Cc1cc(NCc2nc3ccccc3[nH]2)nc(N2CCOCC2)n1 | -1 | -8
CCNc1nc(Nc2cc(OC)c(OC)c(OC)c2)c2ncn(-c3ccsc3)c2n1 | -9 | 9
CCCCC/C=C\C/C=C\C/C=C\CCCCC(=O)O | 20 | .
c1ccc(OCCNc2nc(-c3csc4ccccc34)nc3c2ncn3C2CCCCC2)cc1 | 3 | 4
COc1ccc(-c2nc(NCCCN3CCCC3=O)c3ncn(-c4ccsc4)c3n2)cn1 | -27 | 0
Cc1cc(NCCN2CCOCC2)nc(N2CCc3ccccc3C2)n1 | 0 | -8
CN(C)CCN(Cc1ccccc1)C(=O)[C@H](N)Cc1cccc(-c2cn[nH]c2)c1 | -5 | -7
O=C(NCCN1CCOCC1)c1ccc2nc(Nc3ccc4ncccc4c3)sc2c1 | 6 | -6
COCCNc1cc(-c2ccccn2)nc(-c2ccccn2)n1 | -12 | .
O=C(NCc1nc2ccccc2[nH]1)c1ccnc(-c2ccccc2)c1 | 6 | -1
CC(C)N(CCNc1ccnc(Nc2ccnn2C)n1)C(C)C | -13 | -28
COc1cc2nc(-c3cccc(N)c3)nc(Nc3ccc(N4CCOCC4)cc3)c2cc1OC | -3 | 8
Cc1cc(NCCc2ccc(O)cc2)nc(Nc2ccc(-n3ccnc3)cc2)n1 | -7 | 8
CC(=O)Nc1ccc(Nc2ncnc3c2nc(-c2csc4ccccc24)n3C(C)C)cc1 | -6 | -11
CC(C)N(CCNc1nc(Nc2ccc(N3CCOCC3)cc2)nc2c1ncn2-c1ccccc1)C(C)C | 5 | 16
O=C(NCc1nc2ccccc2[nH]1)c1cccc(N2CCOCC2)c1 | -2 | 0
Nc1nccc(-c2ccc3nc(C4COc5cccc(OCCCOCc6ccccc6)c5C4)[nH]c3c2)n1 (configuration not stated) | -22 | 0

Continuation.
SMILES | ULK1 primary | ASK1 primary
Cc1c(C)c2c(c(C)c1O)CCC(C)(COc1ccc(CC3SC(=O)NC3=O)cc1)O2 (configuration not stated) | 26 | .
O=C(NC1CCN(Cc2ccccc2)CC1)c1ccc2nc(Nc3ccc4ncccc4c3)sc2c1 | -1 | 5
CCCNC(=O)c1cnc(N2CCOCC2)s1 | 0 | 6
COc1cc(Nc2nc(N3CCC(N4CCOCC4)CC3)nc3nc[nH]c23)cc(OC)c1OC | -10 | -12
COc1cc(C)c(C)cc1S(=O)(=O)Nc1ccc(-c2ccc(N3CCCCCC3)nn2)cc1 | -2 | .

Some of these compounds in order of their number in ULK1 primary, smallest number first.
| smiles | ULK1 primary | ASK1 primary |
| --- | --- | --- |
| COc1cc(Nc2nc(N3CCC(N4CCOCC4)CC3)nc3nc[nH]c23)cc(OC)c1OC | -10 | -12 |
| COc1cc(C)c(C)cc1S(=O)(=O)Nc1ccc(-c2ccc(N3CCCCCC3)nn2)cc1 | -2 | . |
| O=C(NC1CCN(Cc2ccccc2)CC1)c1ccc2nc(Nc3ccc4ncccc4c3)sc2c1 | -1 | 5 |
| CCCNC(=O)c1cnc(N2CCOCC2)s1 | 0 | 6 |

Source: PubChem BioAssay (The Scripps Research Institute Molecular Screening Center)
